# HT1080 IDH1KD tx – qHTS for induction of synthetic lethality in tumor cells producing 2HG: qHTS for the HT-1080-IDH1KD cell line; HT-1080 IDH1 knockdown viability, ATP luminescence, 48 h; Potency, µM (top dose mostly 46.1 µM), for inactives: at the highest dose activity, negative = toxicity, usual class: cytotoxic; 2% of 360,000 active;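 note: potency is the fitted concentration of half-maximal effect; 0% = DMSO wells and -100% = cell-free medium wells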
#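 IDH1KD HT-1080 cells, 750/well, RPMI + 5% FBS; compound pinned after 2 h settling; 48 h, 37 °C; CellTiter-Glo luminescence; % activity normalised to DMSO and no-cell wells; curves fitted, classed by r2 and efficacy.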
# MCF10A rereplic – A quantitative high throughput screen for small molecules that induce DNA re-replication in MCF 10a normal breast cells; MCF 10A DNA re-replication, Hoechst nuclear intensity, 48 h; Potency, µM (series often up to 46.1 µM), without a hit: at the highest dose activity, positive = re-replication, most hits filed as activators; 2.9% of 350,000 active; AID 624296, 2012; note: potency is the fitted concentration of half-maximal effect; % of control where 0% means no effect; nearly all actives have a fitted effect of over 50% in size
# KB-3-1 tox – qHTS assay for MDR1-selective chemotherapeutics: Primary screen using the parental adenocarcinoma cell KB-3-1. KB-3-1 viability, CellTiter-Glo ATP luminescence, 72 h. Potency, µM (top dose mostly 46.1 µM), inactives show at the top dose activity change, negative = cytotoxic, usual class: cytotoxic. 1.4% of 400,000 active. AID 1347075, 2019; note: potency is the fitted concentration of half-maximal effect; % is set by controls: 0 for no effect and ±100 for the full control effect; nearly all actives have a fitted effect of over 60% in size
#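 KB-3-1 cells, DMEM (no phenol red) + 10% FBS; compound by pin transfer, 72 h, 37 °C. Readout: CellTiter-Glo luminescence after 10 min. Data normalized, curve-fitted.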
# WRN inhibitor – qHTS for Inhibitors of WRN Helicase; WRN helicase unwinding, fluorescent forked duplex, kinetic; Potency, µM (series often up to 114 µM), inactives show at the highest dose activity change, negative = inhibition, actives largely listed as inhibitors; Bifunctional 3'-5' exonuclease/ATP-dependent helicase WRN (Homo sapiens), Q14191; 0.46% of 360,000 active; note: potency is the fitted concentration of half-maximal effect; % is set by controls: 0 for no effect and ±100 for the full control effect; nearly all actives have a fitted effect of over 55% in size
# Target sequence (Q14191 whole entry, looked up): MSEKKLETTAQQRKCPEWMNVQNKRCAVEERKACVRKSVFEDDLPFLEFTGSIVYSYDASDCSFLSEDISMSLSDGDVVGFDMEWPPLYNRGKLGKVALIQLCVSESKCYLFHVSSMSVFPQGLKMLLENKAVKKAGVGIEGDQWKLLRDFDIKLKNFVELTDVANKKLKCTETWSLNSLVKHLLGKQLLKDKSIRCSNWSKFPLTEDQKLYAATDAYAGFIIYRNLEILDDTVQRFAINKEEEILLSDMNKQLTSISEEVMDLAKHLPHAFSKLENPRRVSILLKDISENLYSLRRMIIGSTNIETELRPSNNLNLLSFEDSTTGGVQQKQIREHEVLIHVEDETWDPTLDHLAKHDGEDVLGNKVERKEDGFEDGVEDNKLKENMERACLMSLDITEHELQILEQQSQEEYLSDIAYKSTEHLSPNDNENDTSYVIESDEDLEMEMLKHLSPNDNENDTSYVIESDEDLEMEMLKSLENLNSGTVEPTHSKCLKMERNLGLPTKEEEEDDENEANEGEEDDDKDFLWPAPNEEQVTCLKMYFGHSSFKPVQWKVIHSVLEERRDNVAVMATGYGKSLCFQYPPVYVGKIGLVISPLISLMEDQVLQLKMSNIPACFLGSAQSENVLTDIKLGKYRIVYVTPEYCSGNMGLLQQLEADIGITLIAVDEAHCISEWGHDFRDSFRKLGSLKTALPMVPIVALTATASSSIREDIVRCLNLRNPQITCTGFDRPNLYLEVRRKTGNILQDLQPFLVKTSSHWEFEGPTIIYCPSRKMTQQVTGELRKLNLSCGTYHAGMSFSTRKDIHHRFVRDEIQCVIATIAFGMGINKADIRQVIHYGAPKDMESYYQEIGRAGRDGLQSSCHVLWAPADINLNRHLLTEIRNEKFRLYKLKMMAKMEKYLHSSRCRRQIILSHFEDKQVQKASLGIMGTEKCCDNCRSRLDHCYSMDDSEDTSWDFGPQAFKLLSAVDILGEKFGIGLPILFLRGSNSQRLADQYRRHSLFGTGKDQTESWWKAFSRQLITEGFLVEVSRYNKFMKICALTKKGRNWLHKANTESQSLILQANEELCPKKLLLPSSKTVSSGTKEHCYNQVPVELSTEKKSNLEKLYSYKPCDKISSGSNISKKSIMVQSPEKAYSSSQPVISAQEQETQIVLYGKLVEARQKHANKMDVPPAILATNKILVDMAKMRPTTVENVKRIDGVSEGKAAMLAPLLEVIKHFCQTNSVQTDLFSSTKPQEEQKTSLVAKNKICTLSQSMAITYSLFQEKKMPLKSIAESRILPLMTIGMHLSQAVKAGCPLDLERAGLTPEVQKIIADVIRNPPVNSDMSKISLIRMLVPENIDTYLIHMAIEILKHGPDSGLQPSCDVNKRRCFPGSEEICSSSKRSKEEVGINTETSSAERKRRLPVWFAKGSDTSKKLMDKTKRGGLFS
#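 Kinetic fluorescence helicase assay: unwinding of a quenched forked DNA duplex (100 nM final) with 2 mM ATP final raises red fluorescence (525/598 nm). Compounds sat 15 min at room temperature with 20 nM WRN beforehand.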
# ATXN2 expr inh – Primary qHTS for Inhibitors of ATXN expression; HEK-293 ATXN2-luciferase reporter, luminescence, 24 h; Potency, µM (titrated, usually from 57 µM), for the others: top-dose activity change, negative = inhibition, usual class: inhibitors; 0.72% of 360,000 active; note: potency is the fitted concentration of half-maximal effect; % is set by controls: 0 for no effect and ±100 for the full control effect; nearly all actives have a fitted effect of over 55% in size
#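 qHTS (up to 57 uM final) was run with 24 h compound exposure of reporter cells at 37 °C. Each well was multiplexed: SteadyGlo luminescence measured ATXN2-luciferase expression after a fluorogenic Gly-Phe-AFC viability readout (25 uM final).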
# IL1B secr inh – qHTS for Inhibitors of Inflammasome Signaling: IL-1-beta AlphaLISA Primary Screen; activity change, % at 57.5 µM; 4.7% of 360,000 active; THP-1 LPS/ATP IL-1B secretion, AlphaLISA, 16 h; active compounds read low; in the data active = activity change below about -50%; inconclusive = mostly about -30% to -49%; note: % is set by controls: 0 for no effect and ±100 for the full control effect
#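 Secreted IL-1B measured by AlphaLISA bead assay after 16 h compound exposure of THP-1 cells; compounds (final up to 57.5 uM) added 1 h before LPS (250 ng/mL) and ATP (1.25 mM) stimulation; lower signal means less secretion.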
# SW480 rerep – A quantitative high throughput screen for small molecules that induce DNA re-replication in SW480 colon adenocarcinoma cells; SW480 DNA re-replication, Hoechst DNA content imaging, 48 h; 1.8% of 340,000 active; Potency, µM (titrated, usually from 46.1 µM), for inactives: at the top dose re-replication activation, actives largely listed as activators; note: potency is the fitted concentration of half-maximal effect; % of control where 0% means no effect; nearly all actives have a fitted effect of over 55% in size
#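 Image-based DNA-content assay: after two days of treatment, nuclei were labelled with the DNA dye Hoechst and imaged, and hits were compounds raising the count of nuclei showing high fluorescence intensity.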
# KB-V1 cytotox – qHTS assay for MDR1-selective chemotherapeutics: Primary screen using the drug-selected MDR subline cells KB-V1; AID 1347076, 2019; Potency, µM (doses to about 46.1 µM), for the others: at the highest dose activity change, negative = cytotoxicity, usual class: cytotoxic; KB-V1 MDR cells viability, CellTiter-Glo, 72 h; 3.4% of 400,000 active; note: potency is the fitted concentration of half-maximal effect; % is set by controls: 0 for no effect and ±100 for the full control effect; nearly all actives have a fitted effect of over 60% in size
#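 Cytotoxicity via CellTiter-Glo luminescence after 72 h compound exposure at 37 degrees C. Cells: drug-selected KB-V1 line, DMEM phenol-red free plus 10% FBS. Compounds tested at multiple concentrations; normalized data fitted to concentration-effect curves.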
# HT1080-NT tox – qHTS for induction of synthetic lethality in tumor cells producing 2HG: qHTS for the HT-1080-NT fibrosarcoma cell line. HT-1080-NT fibrosarcoma viability, CellTiter-Glo ATP luminescence, 48 h. Potency, µM (series often up to 46.1 µM), without a hit: top-dose activity, negative = less viability, hits mostly cytotoxic. 1.6% of 360,000 active;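 note: NT is the 2HG producing partner of a matched IDH1 knockdown line; potency is the fitted concentration of half-maximal effect; 0% = DMSO-treated cells and -100% = media-only wells without cells; nearly all actives have a fitted effect of over 55% in size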
#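 Toxicity toward the 2HG-producing NT line was scored as %Activity, normalised to DMSO and no-cell wells, from CellTiter-Glo luminescence after 48 hours' treatment.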
# Active calls of the source: *; i = inactive; ? = inconclusive; / = no result given; [ ] = remark or other dose. Unless noted, calls come from the whole dose curve; as a rule, active = well fitted curve in the direction sought with a large enough effect; inconclusive = small, poorly fitted or top-dose-only effect, or another doubt; inactive = no such curve, though single readings can be large; an effect the other way counts as inactive or inconclusive.
SMILES,HT1080 IDH1KD tx,MCF10A rereplic,KB-3-1 tox,WRN inhibitor,ATXN2 expr inh,IL1B secr inh,SW480 rerep,KB-V1 cytotox,HT1080-NT tox
Cc1ccc(C(=O)N2CCCC(C(=O)c3ccc(Cl)cc3C)C2)cn1 (configuration not stated),-7%,1%,?,1%,-9%,1,-18%,-14%,11%
S=C(Nc1cccnc1)Nc1cccc2cnccc12,3%,8%,?,-24%,-11%,31,5%,2%,0%
CCOC(=O)c1cnc2c(OC)cccc2c1NCc1cccnc1,-3%,0%,?,0%,2%,-28,-34%[inhibitor],-3%,-7%
CC1=C(C(=O)Nc2ccccc2Cl)C(c2ccc(N(C)C)cc2)NC(=O)N1 (configuration not stated),-8%,6%,10%,5%,-7%,?,6%,0%,0%
Cc1ccc(CN2C(=O)C3CCCN3c3ncccc32)cc1 (configuration not stated),-11%,23µM*,-8%,2%,/,0,?,-4%,-8%
Cc1ccccc1NC(=O)/C(C#N)=C\c1cn(CC(=O)O)c2ccccc12,11%,-1%,0%,2%,21%,-12,?,-1%,15%
NC(=O)C1CCN(C2=C(NS(=O)(=O)c3ccccc3)C(=O)c3ccccc3C2=O)CC1,-21%,17%,-1%,4%,-11%,36,10%,-3%,-2%
COC(=O)c1cn(NC(=O)c2ccc3c(c2)OCO3)c(=O)c2ccccc12,-2%,0%,-4%,-6%,20%,8,-1%,-6%,-12%
CCCCOc1ccc(CSc2nnc(C)n2N)cc1[N+](=O)[O-],24%,-5%,-3%,-31%[57.1 µM],-10%[11.3 µM],2,-4%,0%,14%
CC(C)(C)NC(=O)CSc1n[nH]c(=O)n1-c1ccccc1,5%,-6%,1%,8%,8%,4,3%,28%,6%
COc1ccc(C(=O)Nc2nc(-c3ccc([N+](=O)[O-])cc3)c(-c3ccccc3)s2)cc1,-1%,?,-21%,-7%,-16%,?,3%,?,4%
CCCCN1C(=O)C(CC(=O)NC2CCCCC2)CC(C(=O)N(C(C)C)C(C)C)=C1C (configuration not stated),8%,/,-8%,-2%,9%,-16,/,0%,11%
O=C(O)C1C(=O)NCC1c1ccccc1 (configuration not stated),29%,-1%,29%,3%,22%,-9,?,33%,18%
O=C(Nc1ccc2c(c1)OCO2)Nc1ccccc1F,?,?,?,4%,54%[activator],?,-1%,?,?
C#CCN(C[C@@H]1[C@@H](OC(=O)NCCCCCC)[C@@H](OC(=O)NCCCCCC)Cn2c(=O)ccc(=O)n21)S(=O)(=O)c1ccc(C)cc1,4.1µM*,/,?,-15%,3.5µM*,-107*,/,-28%,4.6µM*
Cc1cc(C)cc(N(CCC#N)C(=O)COC(=O)CN2C(=O)NC(C)(C)C2=O)c1,3%,-13%,-16%,-3%,3%,13,?,-17%,1%
Cc1ccc(C(=O)COC(=O)c2cccc(O)c2)s1,10%,6%,16%,-3%,5%,-5,-7%,24%,16%
CC1(Cc2ccc(Cl)cc2)C(=O)Nc2ccc(-c3ccc(F)c(Cl)c3)cc21 (configuration not stated),?,/,-2%,-13%,?,-19,/,?,?
CC(C)(C)N(C(=O)Cn1nnc(-c2ccc(F)cc2)n1)C(C(=O)NC1CCCC1)c1ccncc1 (configuration not stated),-1%,11%,2%,-3%,-2%,-25,3%,12%,0%
Cc1ccc(CNc2nc(C)nc3sc4c(c23)CCC4)cc1,0%,18%,-11%,-6%,-20%,3,6%,8.2µM*,3%
Cc1[nH]nc(C(F)(F)F)c1N=NN1CCOCC1,?,3.7µM*,?,0%,?,-10,?,?,?
CC(C)c1cc(C(=O)OCC(=O)N2CCN(C(=O)c3ccco3)CC2)c(O)c(C(C)C)c1,-10%,?,/,?,-2%,3,-6%,/,-4%
Cn1c(/C=C/c2ccccc2[N+](=O)[O-])nc2ccccc2c1=O,4%,6%,2%,2%,22%,-5,?,-6%,1%
CCOc1cccc2cc(C(C)=O)oc12,23%,-3%,7%,0%,/,-13,2%,-9%,8%
Cc1ccc(OCc2nnc(SCC(=O)N3C(C)CCCC3C)o2)cc1 (configuration not stated),-16%,2%,0%,-11%,5%,-6,28%,-13%,-2%
SMILES,HT1080 IDH1KD tx,MCF10A rereplic,KB-3-1 tox,WRN inhibitor,ATXN2 expr inh,IL1B secr inh,SW480 rerep,KB-V1 cytotox,HT1080-NT tox
CC(=O)Oc1ccc(OC(C)=O)c2c1CC(C)=C(C)C2,-5%,?,-24%,-2%,/,-27,6%,-26%,1%
CSc1ncccc1C(=O)N1CCN(S(=O)(=O)c2cc(C)ccc2C)CC1,0%,7%,1%,3%,1%,-5,3%,0%,4%
CCOc1ccc(N/C=C/C(=O)c2ccc(OC)cc2)cc1,-1%,-10%,8%,7%,0%,-16,4%,?,0%
Clc1ccc(OCCCNCc2ccccc2)c2ccccc12,?,1%,-15%,20%,-21%,?,-2%,-18%,?
CC(C)Oc1ccccc1OCCCOc1cccc2cccnc12,-30%,?,14%,0%,-24%,?,-13%,?,-4%
NC(=O)COc1ccc2oc(-c3ccccc3)cc(=O)c2c1,29%,17%,-2%,-5%,-4%,-7,-24%,?,?
S=c1nc(-c2cc(Cl)ccc2Cl)[nH][nH]1,5%,-21%,21%,-22%,1%,-8,-17%,6%,-22%
COc1ccccc1N1CCN(C(=O)CCNS(=O)(=O)c2cc(Br)cnc2N)CC1,1%,3%,-6%,-12%,8%,2,?,-10%,-5%
Cc1ccc(C(=O)OC(C)CN2C(C)CCCC2C)cc1 (configuration not stated),0%,2%,9%,-5%[11.6 µM],5%,16,1%,19%,0%
COc1ccc(C(CNC(=O)CNC(=O)c2ccccc2)N2CCCC2)cc1 (configuration not stated),3%,2%,3%,-1%,8%,-5,14%,1%,4%
CC(=O)c1ccc(N(C(=O)CNC(=O)c2ccco2)C(C(=O)NC2CCCC2)c2ccc(C)o2)cc1 (configuration not stated),2%,-3%,-3%,0%,7%,5,-12%,-5%,9%
COc1ccc(-c2cc(C#N)nc(N3CCN(c4ccccc4)CC3)n2)cc1,3%,10%,-1%,-2%[57.1 µM],-10%,9,-6%,-5%,17%
c1ccc2c(NC3CCCC3)nnc(NC3CCCC3)c2c1,-30%,11%,-6%,-4%,?,-24,3%,0%,-18%
CCCCCn1c(N(C)Cc2ccccc2)nc2c1c(=O)[nH]c(=O)n2C,-4%,1%,2%,3%,?,16,1%,-17%,3%
O=C(Cn1nc(CNc2ccc(Cl)cc2)[n+]2c1CCCCC2)c1ccc(Br)cc1,-19%,24%,?,1%,-6%,-52*,-5%,6%,-13%
COc1cccc(-c2noc(CCC(=O)NCC3CCCO3)n2)c1 (configuration not stated),12%,2%,10%,5%,5%,12,11%,27%,-2%
O=S1(=O)C=C(SCc2ccc(F)cc2)Nc2ccccc21,11%,1%,-2%,-1%,-5%[11.3 µM],-14,1%,-6%,26%
Cc1ccc(S(=O)(=O)N2CCOCC2)cc1NC(=O)CNCc1cccnc1,-1%,0%,4%,3%,/,-9,-5%,-2%,0%
Cc1ccc(C(=O)CSc2nc3c([nH]2)c(=O)n(C)c(=O)n3C)cc1,-4%,5%,-3%,6%,/,-13,-1%,16%,-5%
COc1ccc(C2=NN(S(C)(=O)=O)C(c3cccs3)C2)cc1 (configuration not stated),-2%,-5%,-8%,-10%,114%[activator],?,-13%,-16%,-7%
CC1(C(=O)NCC2CCCCC2)CCN1CCc1ccccc1 (configuration not stated),-20%,/,0%,-4%,-13%,6,/,4%,-25%
O=C(Oc1ccc(-c2nnco2)cc1)C1CCN(C(=O)c2ccc(F)cc2)CC1,10%,-2%,-7%,-26%,2%,0,-9%,3%,1%
C/C(=N\NC(=O)c1ccc(F)cc1)c1ccc(NC(=O)Cc2ccccc2)cc1,?,?,5%,-13%,6%,i,-33%[inhibitor],-3%,-9%
Cc1occc1-c1nnc(SCC(=O)Nc2ccccn2)o1,-1%,1%,3%,1%,/,-1,-6%,-20%,-21%
CCCCCC(C(=O)O)C(C)CC(=O)NC1CCCCC1 (configuration not stated),11%,-2%,9%,-21%,-16%,16,-6%,17%,9%
CC1=NN(C(N)=S)C(=O)C1N=Nc1ccccc1C(=O)O (configuration not stated),-8%,0%,-2%,-7%,/,-4,1%,2%,0%
CC(NC(=O)COc1ccc(-c2ccccc2)cc1)C1CCCO1 (configuration not stated),0%,-10%,0%,-1%,-22%,-12,10%,5%,-5%
CCOC(=O)c1cc(NC(=O)COc2ccc([N+](=O)[O-])cc2)cc(C(=O)OCC)c1,?,?,0%,-6%,-15%,-4,18%,-5%,?

# Complete entries from above. Screens in order: HT1080 IDH1KD tx, MCF10A rereplic, KB-3-1 tox, WRN inhibitor, ATXN2 expr inh, IL1B secr inh, SW480 rerep, KB-V1 cytotox, HT1080-NT tox
# `CC1(C(=O)NCC2CCCCC2)CCN1CCc1ccccc1` (configuration not stated) is listed as -20%, /, 0%, -4%, -13%, 6, /, 4%, -25%
# `CSc1ncccc1C(=O)N1CCN(S(=O)(=O)c2cc(C)ccc2C)CC1` is listed as 0%, 7%, 1%, 3%, 1%, -5, 3%, 0%, 4%
# `CCCCCn1c(N(C)Cc2ccccc2)nc2c1c(=O)[nH]c(=O)n2C` is listed as -4%, 1%, 2%, 3%, ?, 16, 1%, -17%, 3%

# Compound activity: PubChem BioAssay, National Center for Advancing Translational Sciences (NCATS)
